MgcRacGAP inhibition – MgcRacGAP GTPase-activating activity inhibitors, confirmation, biochemical, ADP Hunter fluorescence; AID 624330; MgcRacGAP-stimulated Rac1 GTP hydrolysis, ADP Hunter fluorescence; higher % means a stronger effect; GST-tagged Rac1 F28L mutant substrate; 340,000 compounds, 0.6% hits; inhibition, % at 30 µM; hits with a dose series show IC50 in µM;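 active = first-screen hits whose inhibition reached a set limit at any dose in the follow-up dose series; inconclusive = inhibition above the set first-screen limit but never retested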;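 also: fluorescence reports GDP produced by GAP-driven GTP hydrolysis; strong numbers were not always called active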
KOR beta-arrestin-1 – KOR antagonists, beta-arrestin recruitment, cell-based, luminescence, uHTS (AID 1778); KOR beta-arrestin recruitment, luminescence, antagonist mode; higher % means a stronger effect; inhibition, % at 10 µM, or IC50 in µM where a hit was titrated; 290,000 compounds, 0.091% hits; also: strong numbers were not always called active
HIV peptide binding – inhibitors of HIV fusion peptide binding, primary screen, biochemical, uHTS, fluorescence dequenching (AID 1986). cell-free peptide binding, fluorescence dequenching, 30 min; higher % means a stronger effect. one-dose inhibition, % at 20 µM; IC50 in µM for titrated hits. 290,000 compounds, 0.3% hits; in the data active = inhibition mostly above about 52%, no sharp cut-off; inactive = mostly below about 76%; also: some results filed as inactive read as strong as hits
NOD1 NF-kB reporter – inhibition of NOD1-driven NF-kB reporter – cell-based, luminescence, uHTS, primary screen (AID 1578); NOD1-driven NF-kB luciferase reporter cells, luminescence; higher % means a stronger effect; one-dose inhibition, % at 4 µM; EC50 in µM for titrated hits; 290,000 compounds, 1% hits; in the data active = inhibition mostly above about 36%, no sharp cut-off; inactive = mostly below about 34%;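 also: HEK-293T reporter cells stimulated with the NOD1 agonist gamma-tri-DAP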
NOD2 inhibition – inhibition of NOD2-driven NF-kB reporter – cell-based, luminescence, uHTS, HEK293 (AID 1566) | 290,000 compounds, 0.63% hits | one-dose inhibition, % at 4 µM; EC50 in µM for titrated hits | HEK293 NOD2/NF-kB luciferase reporter, luminescence; higher % means a stronger effect; also: many of its hits are not listed in these tables
KOR beta-arrestin-2 – KOR agonists, beta-arrestin recruitment, primary screen, cell-based, luminescence, uHTS (AID 1777). KOR beta-arrestin recruitment, luminescence; higher % means a stronger effect. activation, % at 10 µM; hits with a dose series show EC50 in µM. 280,000 compounds, 0.02% hits; in the data active = activation above about 50%, passing the limit was not always enough; also: a part of the inactive calls stands beside numbers as strong as those of hits
SV40 large T antigen – SV40 large T antigen inhibitors, biochemical (AID 1903) | 310,000 compounds, 0.39% hits | one-dose inhibition, % at 20 µM; IC50 in µM for titrated hits | SV40 large T antigen ATPase/helicase inhibition assay; higher % means a stronger effect; in the data active = a potency from the dose series; inconclusive = inhibition mostly from about 32% at the one dose, without a potency; inactive = the rest, 99 in 100 with inhibition below about 32%; also: strong numbers were not always called active
GPR55 antagonists – inhibition of LPI-stimulated GPR55 beta-arrestin translocation – imaging, U2OS, beta-arrestin-GFP, LPI agonist, primary screen (AID 2013). 290,000 compounds, 0.13% hits. inhibition, % at 10 µM; hits with a dose series show IC50 in µM. U2OS GPR55 beta-arrestin-GFP translocation imaging, LPI antagonism; higher % means a stronger effect;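 active = spots per cell inhibited over 60%, with over 100 cells counted and total cytoplasm intensity under 500,000; inconclusive = wells with under 100 cells, flagged as likely toxic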;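 also: U2OS cells stably carrying GPR55 and arrestin-GFP stimulated by 5 µM LPI near EC80; imaged beta-arrestin-GFP aggregate spots per cell after agonist stimulation; plate controls were LPI-stimulated DMSO wells for no effect and DMSO wells without LPI for full effect; some results filed as inactive read as strong as hits; confirmed hits need IC50 under 10 µM and bright autofluorescent wells are also inconclusive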
GPR55 beta-arrestin – GPR55 agonists via beta-arrestin recruitment, primary screen, imaging, U2OS cells, beta-arrestin-GFP redistribution (AID 1961); activation, % at 10 µM, or EC50 in µM where a hit was titrated; 290,000 compounds, 0.048% hits; U2OS GPR55 beta-arrestin-GFP redistribution imaging; higher % means a stronger effect;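 active = activation above 40% with more than 50 cells counted in the well; inconclusive = wells holding fewer than 50 cells, flagged as toxic or sparse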;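 also: U2OS osteosarcoma cells stably expressing GPR55 and beta-arrestin-GFP; plate controls were DMSO negative control for no effect and LPI positive control for full effect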
Active calls of the source: *; ? = inconclusive; nt = no result given; [ ] = another dose, or the depositor's remark. Rule as the data show it, unless noted: active = inhibition above about 50%; inactive = the rest.

SMILES	MgcRacGAP inhibition	KOR beta-arrestin-1	HIV peptide binding	NOD1 NF-kB reporter	NOD2 inhibition	KOR beta-arrestin-2	SV40 large T antigen	GPR55 antagonists	GPR55 beta-arrestin
O=C(CCOc1ccccc1)Nc1nnc(-c2ccc3c(c2)OCCO3)o1	9%	16%	3.6%	-7%	17%	-8.4%	1%	17%	0.2%
CC(=O)Oc1ccc(C2(C)CC(C)(C)NC(=S)N2C)c(OC(C)=O)c1 (configuration not stated)	-4%	18%	-1.2%	-6%	-4%	-8.0%	0%	14%	-0.2%
CC(C)CC(=O)NS(=O)(=O)c1ccc(NS(C)(=O)=O)cc1	4%	-26%[20 µM]	-1.2%	-35%	-2%	-3.2%	4%	4%	-0.1%
CC(C)(C)OC(=O)N1CCC(C(=O)N[C@@H](Cc2c[nH]c3ccccc23)C(=O)O)CC1	7%	12%	-0.1%	-3%	10%	-8.9%	-12%	-2%	-0.2%
CN(C)C(=O)CSc1nc(SCC(=O)N(C)C)n(-c2ccccc2)n1	5%	2%	-1.6%	-13%	17%	-1.5%	0%	18%	-0.2%
COc1ccc(CCC(=O)Nc2nc(-c3ccncc3)cs2)cc1	nt	2%	2.4%	-1%	6%	-5.1%	18%	6%	-0.2%
Cc1ccc2nc(SC(C(=O)c3ccccc3)c3ccccc3)nc(C)c2c1 (configuration not stated)	6%	15%	2.2%	27%	22%	-3.5%	13%	11%	0.2%
COc1cc(OC)cc(C(=O)NCC(=O)OCC(=O)c2cc(OC)ccc2OC)c1	6%	28%	0.0%	-18%	9%	-6.7%	0%	2%	-0.2%
Cc1ccc(OCCn2cc(C(=S)N3CCCC3)c3ccccc32)cc1C	7%	-3%	-0.4%	24%	-13%	-1.5%	21%	4%	0.7%
Cc1cc(C)c2sc(NC(=O)c3ccc(N4C(=O)CCC4=O)cc3)nc2c1	7%	20%	-1.0%	-3%	15%	2.0%	19%	-1%	-0.3%
CC1(C)Cc2c(sc3[nH]c(=S)[nH]c(=O)c23)CO1	7%	-75%[20 µM]	0.8%	-25%	5%	nt	30%	2%	-0.1%
Cc1cc(F)ccc1NC(=O)C1CCCO1 (configuration not stated)	9%	-30%[20 µM]	0.7%	-20%	17%	-4.9%	7%	12%	-0.1%
Cc1cc(C)cc(C(=O)N2CCC(C(N)=O)CC2)c1	8%	-91%	-2.7%	24%	-12%	-3.2%	8%	1%	-0.1%
COC(=O)CCC(=O)OC1(C)C(=O)C=C2C=C(C3CC3)N(c3ccccc3)C=C2C1=O (configuration not stated)	7%	9%	9.5%	1%	11%	-5.0%	17%	-4%	-0.1%
CC(C)(CO)NCC(O)COc1ccc2c(c1)CCC2 (configuration not stated)	8%	80%	-0.2%	-32%	4%	-2.7%	11%	9%	0.9%
COc1ccc(-n2c(Cc3cccn3C)nnc2SCC(=O)N2CCCc3ccccc32)cc1	2%	-48%	-2.1%	nt	6%	1.3%	12%	10%	0.6%
CCCc1nc2ccccc2c(=O)n1/N=C/c1ccc(O)cc1	7%	-32%	-0.1%	8%	27%	-0.6%	6%	-7%	-0.3%
CCOC(=O)N1CCN(C(=O)CSc2nnc(-c3ccc(Cl)s3)o2)CC1	nt	-13%	2.5%	-19%	4%	-1.6%	nt	-1%	-0.3%
Cc1cc(-c2ccc(/C=N/n3cnnc3)o2)ccc1Cl	7%	-33%	6.1%	67%*	-4%	-1.3%	16%	-7%	0.5%
Cc1cc(O)c(N)c(C)c1Cl	?	7%	-1.6%	-19%	23%	0.3%	?	14%	-0.2%
CCN(CC)c1ccc(NC(=O)CN2CCN(c3nc(C)cc(C)n3)CC2)cc1	?	-32%	-2.2%	-10%	-14%	-1.1%	37%	12%	-0.1%
Cc1ccccc1-n1nc(C)c2cc(C(=O)NCc3cccnc3)sc21	6%	6%	2.4%	-21%	0%	6.9%	11%	0%	-0.5%
COc1ccc(NS(=O)(=O)c2ccc3c(c2)CCC(=O)N3)c(OC)c1	-1%	-21%	-3.3%	-6%	-2%	0.3%	1%	-1%	-0.2%
CCOC(=O)c1cc(NC(=O)Nc2nc3ccccc3s2)c(C)nc1C	5%	1%	1.9%	-42%	-15%	-2.3%	9%	12%	-0.2%
C/C(=C(\C#N)C(=O)NCc1ccccc1)N(C)C	12%	-44%	-0.7%	10%	-5%	3.5%	11%	-11%	0.0%
CCOC(=O)c1oc2ccc(Br)cc2c1NC(=O)CN1CCN(C)CC1	5%	-22%	-1.8%	-6%	-2%	nt	13%	9%	0.5%
CC(C)N(CCCNC(=O)Cn1ncc2c([nH]c3ccccc32)c1=O)Cc1ccccc1	7%	-12%	1.6%	-14%	9%	-2.4%	5%	0%	0.1%
C(=N\n1cnnc1)/c1cn(Cc2ccccc2)c2ccccc12	8%	8%	-2.4%	16%	22%	0.3%	8%	11%	-0.1%
Cc1cccc(Oc2ncnc(N)c2[N+](=O)[O-])c1	10%	22%	-0.7%	-4%	5%	-3.0%	4%	8%	-0.2%
COc1ccc(CN2C(=O)c3cccnc3C2Nc2cc(Cl)c(OC)cc2OC)cc1 (configuration not stated)	21%	8%	0.0%	15%	24%	0.1%	22%	5%	-0.1%
CSc1cccc(NC(=O)CN(C)S(=O)(=O)c2cnc[nH]2)c1	-10%	-17%	-1.1%	-9%	3%	-6.2%	6%	6%	0.1%
O=C(CCCCCn1c(=O)[nH]c2ccccc2c1=O)NCCCN1CCN(c2ccccc2F)CC1	-1%	nt	-3.1%	32%	-1%	1.1%	10%	15%	-0.1%
NC(=O)COC(=O)c1cccc(S(=O)(=O)N2CCN(c3ccccc3)CC2)c1	8%	10%	-1.0%	-7%	11%	-4.6%	0%	-4%	-0.2%
CC1=C(C(=O)Nc2ccccc2)C(c2ccncc2)C(C#N)=C(SCC(=O)NC2CC2)N1 (configuration not stated)	12%	38%	-1.8%	1%	6%	-2.0%	12%	-4%	-0.2%
Cc1ccc(SCC(=O)Nc2ccc(S(=O)(=O)Nc3ncccn3)cc2)cc1	5%	15%	2.8%	-33%	0%	-4.9%	-4%	-1%	0.9%
O=C1c2cccnc2C(Nc2ccc(S(=O)(=O)N3CCCCCC3)cc2)N1Cc1ccccc1 (configuration not stated)	17%	-12%	-1.9%	3%	-4%	3.9%	25%	11%	0.2%
O=C(NC(=S)Nc1ccc(CN2CCOCC2)cc1)c1cccc(F)c1	4%	-27%	0.0%	-40%	-45%	-1.6%	nt	-5%	0.3%
CCOC(=O)c1c(CS(=O)(=O)c2ccccc2)n(C)c2cc(Br)c(O)c(CN(C)C)c12	7%	3%[20 µM]	2.9%	-5%	20%	nt	0%	23%	-0.1%
O=C(Nc1ccccc1Cl)c1ccc(Cl)cc1Cl	2%	13%	0.9%	-47%	-2%	-1.8%	8%	8%	0.0%
Cc1cc(O)c2/c(=N\N)c(-c3csc(C)n3)coc2c1	6%	-2%	-0.5%	-4%	-6%	-2.0%	18%	-4%	0.3%
CN(C)S(=O)(=O)c1cccc(NC(=O)c2ccc(N3CCOCC3)c([N+](=O)[O-])c2)c1	6%	-10%	-3.2%	-24%	14%	11%	4%	-9%	-0.3%
O=S(=O)(Nc1cc(Cl)ccn1)c1ccc(Cl)cc1	4%	-3%	-0.8%	-12%	2%	-3.4%	8%	-4%	-0.1%
COc1ccc(N2C(=O)C(CC(=O)Nc3ccc(F)cc3)N(CCc3ccc(OC)c(OC)c3)C2=O)cc1 (configuration not stated)	10%	-16%	0.5%	-3%	37%	-2.2%	11%	7%	-0.1%
CC1CCCCN1CC(=O)c1c[nH]c2ccccc12 (configuration not stated)	0%	14%	1.0%	-9%	-6%	-4.7%	12%	2%	0.6%
COc1ccc(/C=C/C(=O)OCC(=O)NCCNC(=O)COC(=O)/C=C/c2ccc(OC)cc2)cc1	-6%	-9%	1.4%	-38%	4%	4.5%	23%	16%	-0.2%
O=C(COc1ccccc1)NC(=S)Nc1cccc2cc(O)ccc12	12%	13%	-0.3%	-20%	7%	-4.3%	13%	18%	-0.1%
CN(C)S(=O)(=O)c1ccc(C(=O)Nc2ccc(S(=O)(=O)NC3=NCCCCC3)cc2)cc1	6%	-70%	-3.2%	5%	6%	2.1%	-4%	3%	-0.1%
COc1ccc(CC(=O)OCC(=O)NCc2ccc(Cl)cc2)cc1	-12%	-7%	-1.7%	-25%	0%	-3.4%	11%	7%	-0.3%
CN(C)c1ccc(NC(=O)CCN2C(=O)c3cccc([N+](=O)[O-])c3C2=O)cc1	86µM*	-1%[20 µM]	-3.3%	-22%	0%	-2.3%	38%	7%	-0.1%
CCOC(=O)c1csc(N/N=C2\CCc3ccccc32)n1	-2%	11%	-1.8%	-2%	1%	-10%	10%	0%	0.0%

More results
SMILES	MgcRacGAP inhibition	KOR beta-arrestin-1	HIV peptide binding	NOD1 NF-kB reporter	NOD2 inhibition	KOR beta-arrestin-2	SV40 large T antigen	GPR55 antagonists	GPR55 beta-arrestin
CN(C)/C=C(\C#N)C(=O)N/N=C/c1ccc(Cl)cc1	5%	14%	-1.1%	-34%	-3%	-2.6%	7%	4%	0.6%
Cc1ccc(S(=O)(=O)Cn2nnnc2CN2CCOCC2)cc1	1%	41%	1.6%	-1%	-10%	16%	11%	-3%	0.3%
Cc1cc(C)n2ncc(C(=O)NCc3cccnc3)c2n1	5%	12%	0.1%	10%	6%	0.2%	8%	-9%	-0.2%
O=C(O)CN1C(=O)NC2(CCCc3ccccc32)C1=O (configuration not stated)	3%	-18%	-0.7%	-21%	11%	9.4%	-3%	1%	-0.1%
O=C1C2C3CCC(C3)C2C(=O)N1Cc1ccccc1 (configuration not stated)	2%	17%	-1.7%	-13%	6%	3.5%	6%	0%	-0.3%
Cc1ccccc1-c1nc(CN2CCC(C(=O)NC3CCCCC3)CC2)c(C)o1	10%	-8%	1.4%	-11%	3%	-0.5%	3%	11%	0.2%
FC(F)(F)c1cccc(Cc2noc(CN3CCC(N4CCCCC4)CC3)n2)c1	3%	-1%[20 µM]	0.7%	-20%	-11%	nt	12%	2%	-0.1%
Cc1ccc(-c2nnn(CC(=O)N(CCN3CCOCC3)C(C(=O)NC3CCCC3)c3ccncc3)n2)o1 (configuration not stated)	1%	-20%[20 µM]	1.3%	-41%	-11%	nt	7%	-2%	-0.1%
O=C(NC1CC2CCCC(C1)N2S(=O)(=O)c1ccccc1)c1ccccc1 (configuration not stated)	-9%	35%	-3.9%	26%	18%	0.3%	17%	3%	-0.2%

Source: PubChem BioAssay

An excerpt (hit frequency here may not be typical).
